Assay outcomes deposited in PubChem BioAssay by The Scripps Research Institute Molecular Screening Center.
Pf gamet viab: kills late stage P. falciparum gametocytes; AID 743093; inhibition, % at 10.9 µM; P. falciparum stage V gametocytes, ATP luminescence, 24 h; 150,000 tested, 0.065% active;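 active = inhibition above the mean plus 3 SD of compounds within the control limits, set per campaign, cut at about 38% in these data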;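 note: 0% = DMSO wells and 100% = medium only without gametocytes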
* hit, by the source's call. These rows are one share of the data (hit frequency here may not be typical).

SMILES	Pf gamet viab
CCOC(=O)[C@H]1[C@H]2COc3ccc(OC)cc3[C@@H]2N2C(=O)CN(Cc3ccc(OC)cc3)C(=O)[C@@]12C	-10
CCOc1ccccc1C1CC(=O)Nc2cc(C)c(C)cc21 (stereo not drawn)	-6
COc1cccc(C(=O)N2CCN(Cc3ccccc3Br)CC2)c1	-11
Cc1cc(C)n(S(=O)(=O)c2cccc([N+](=O)[O-])c2)n1	-14
CC(=O)c1cnc2nc(SCc3ccc(Cl)cc3)nn2c1C	-4
COc1ccccc1Nc1ncccc1[N+](=O)[O-]	-8
COCc1cc(=O)n2[nH]c(C)c(-c3ccccc3)c2n1	2
Cc1ccc(S(=O)(=O)N2[C@@H](c3ccccc3F)C(C(=O)O)=CC[C@H]2c2ccc3c(c2)OCO3)cc1	-9
O=C(c1cccs1)N1CCN(c2cccc(Cl)c2)CC1	-1
CC(C)(C)OC(=O)NCCCC[C@H](NC(=O)c1nc[nH]c1C(=O)NCC(=O)OCc1ccccc1)C(=O)OC(C)(C)C	-1
COc1ccccc1N1CCN(/N=C/c2ccc(O)cc2O)CC1	-6
O=C(Nc1ccc(F)cc1)c1cc2ccccc2o1	-17
COC(=O)[C@@]1(Cc2ccccc2)C=C[C@@H](C)N1C(C)=O	-9
CC(C)COc1ccc(C(=O)Nc2ncn[nH]2)cc1	13
COc1ccc(CNC(=O)C[C@H]2C(=O)N(c3ccccc3)C[C@@H]2Cc2ccccc2)cc1	-16
O=C(c1ccc(F)cc1)C1CCN(C(=O)c2ccccc2F)CC1	15
C[C@@H]1CN([C@@H](C)CO)C(=O)c2cccc(NC(=O)Nc3ccc(F)cc3)c2O[C@@H]1CN(C)Cc1ccc(Oc2ccccc2)cc1	-12
Cc1c(Cl)cccc1NC(=O)CCN1CCN(C)CC1	-24
O=c1cc(CSc2nc(NCc3ccc(Cl)cc3)c3ccccc3n2)nc2ccc(Cl)cn12	15
O=C(Nc1ccccc1)OCCOc1ccc(Br)cc1	5
O=C(NC1CCC(=O)N(CCOc2ccccc2)CC1)OCc1ccccc1 (stereo not drawn)	-7
Cc1cc2nc3ccc(N(C)C)cc3nc2cc1N	3
Fc1ccccc1-c1cc2cc3c(cc2cn1)OCO3	7
N#C/C(N=Nc1ccccc1O)=N\Nc1ccccc1O	-26
CN(Cc1ccccc1)C(=O)c1ccc(NC(=O)Cc2cccc(NC(=O)C3CCCN(C(=O)C4CCCCC4)C3)c2)cc1 (stereo not drawn)	-22

New compounds follow
SMILES	Pf gamet viab
CC(C)(C)OC(=O)N1CCC(CC2CC(c3cccc(Br)c3)=NO2)(C(=O)NCC2CCCCC2)CC1 (stereo not drawn)	17
CCc1cc(Cn2nc(-c3ccccc3)cc2C(=O)NCC2CC2)on1	-10
CSCC[C@@H](C(=O)NCCCCCCCCCCC(=O)N1CCNCC1)n1cc(CCO)nn1	-24
COc1ccc(-c2nn(CCC#N)cc2C(=O)Nc2ccccn2)cc1OC	-14
CC(=O)NC(CC(=O)NCC(c1ccco1)N(C)C)c1ccccc1 (stereo not drawn)	27
CC1=NN(C(N)=S)C(=O)C1N=Nc1ccccc1Cl (stereo not drawn)	6
COC(=O)c1ccccc1NC(=O)c1sc(Cl)nc1C	6
CCOC(=O)[C@@H]1[C@H]2COc3ccccc3[C@H]2N2C(=O)N(c3ccc(C)cc3)C(=O)[C@]12C	25
COc1cccc(CNC(=O)Cn2cc([N+](=O)[O-])cn2)c1	1
Cc1c(N=Cc2cc3c(cc2[N+](=O)[O-])OCO3)cccc1[N+](=O)[O-]	-6
CCCC(CCC)c1nnc(NC(=O)c2ccco2)s1	-22
O=C(CCCN1C(=O)c2ccccc2C1=O)NCc1ccc(F)cc1	7
Cc1cc(C)cc(C(=O)NC(CC(N)=O)c2ccc(N3CCCCCC3)c([N+](=O)[O-])c2)c1 (stereo not drawn)	-7
O=C(C[C@@H]1C/C=C\CC[C@@H](Cc2ccc(F)cc2)C(=O)OC[C@@H](Cc2ccccc2)NC1=O)NCCO	-35
Cc1ccccc1N1CCN(Cc2ccc(Br)o2)CC1	12
Nc1ccccc1C(=O)NCC1(c2ccccc2)CCCC1	-21
C=CC[C@H](CC(=O)NCCO)C(=O)N[C@H](COC(=O)[C@@H](CC=C)Cc1ccc(F)cc1)c1ccccc1	-28
COc1cc(C(=O)Nc2ccc(Nc3ccccc3)cc2)cc(OC)c1OC	-59
NCCSC1CC(=O)N(c2ccc(Cl)c(Cl)c2)C1=O (stereo not drawn)	-3
COC(=O)c1cscc1S(=O)(=O)Cc1ccccc1	-8
COc1ccc(OC)c(NC(=O)Nc2c(O)ccc3ccccc23)c1	1
CC(=O)Nc1ccc(C(=O)NNC(=O)c2cccc(C)c2)cc1	-7
CC(=O)NS(=O)(=O)c1ccc(N/C(N)=N/c2nc(C)cc(C)n2)cc1	12
COc1ccc(C(=O)Nc2nnc(Cc3ccc(OC)c(OC)c3)s2)c(OC)c1	13
COC(C(=O)N/N=C(\C)c1ccc(C)cc1)c1ccccc1 (stereo not drawn)	14

Part of the list above in order of molar mass, largest number first:
SMILES	Pf gamet viab
Cc1ccc(S(=O)(=O)N2[C@@H](c3ccccc3F)C(C(=O)O)=CC[C@H]2c2ccc3c(c2)OCO3)cc1	-9
COc1cccc(C(=O)N2CCN(Cc3ccccc3Br)CC2)c1	-11
CC(=O)NS(=O)(=O)c1ccc(N/C(N)=N/c2nc(C)cc(C)n2)cc1	12
CCc1cc(Cn2nc(-c3ccccc3)cc2C(=O)NCC2CC2)on1	-10
CC(=O)NC(CC(=O)NCC(c1ccco1)N(C)C)c1ccccc1 (stereo not drawn)	27
Cc1c(N=Cc2cc3c(cc2[N+](=O)[O-])OCO3)cccc1[N+](=O)[O-]	-6
CC(=O)Nc1ccc(C(=O)NNC(=O)c2cccc(C)c2)cc1	-7
O=C(c1cccs1)N1CCN(c2cccc(Cl)c2)CC1	-1
COC(C(=O)N/N=C(\C)c1ccc(C)cc1)c1ccccc1 (stereo not drawn)	14
Nc1ccccc1C(=O)NCC1(c2ccccc2)CCCC1	-21
N#C/C(N=Nc1ccccc1O)=N\Nc1ccccc1O	-26
COC(=O)[C@@]1(Cc2ccccc2)C=C[C@@H](C)N1C(C)=O	-9
COCc1cc(=O)n2[nH]c(C)c(-c3ccccc3)c2n1	2
O=C(Nc1ccc(F)cc1)c1cc2ccccc2o1	-17
Cc1cc2nc3ccc(N(C)C)cc3nc2cc1N	3

(further entries)
SMILES	Pf gamet viab
C/C=C/C1=CC(=O)C[C@H](c2ccc(OC)c(OC)c2)C1	2
C[C@H]1O[C@@H](O[C@H]2CC[C@@]3(C)C(CC[C@]4(C)C3C=CC3=C5CC(C)(C)CC[C@]5(CO)[C@H](O)C[C@]34C)[C@]2(C)CO)[C@H](O)[C@@H](O[C@@H]2O[C@H](CO)[C@@H](O)[C@H](O)[C@H]2O)[C@H]1O (stereo partly drawn)	-33
COc1cc(/C=N/N2CCN(c3ccc(Cl)cc3)CC2)cc(OC)c1OC(C)=O	-20
Cc1ccc2ccc[n+](Cc3ccccc3)c2c1	-15
C#CCOCCOCCOCCNc1nc(N2CCN(C(=O)[C@H](CCCCN)n3cc(CN)nn3)CC2)nc(N2CCN(C(=O)[C@H](CCC(=O)O)n3cc([C@@H](N)CCCCN)nn3)CC2)n1	10
Fc1ccc(-n2nnc(-c3ccccc3)n2)cc1	-3
CCOc1cc(C2C3=C(CC(C)(C)CC3=O)N(CCCOC)C3=C2C(=O)CC(C)(C)C3)ccc1OC	8
COc1cccc(-c2ccc3ncnc(NCc4cc(C)cs4)c3c2)c1	-2
O=C(OCC#CCSc1nnc(-c2cccc3ccccc23)o1)c1cc2ccccc2o1	-14
COc1cccc(/C(C)=N/N=C(\C)c2cccc(OC)c2)c1	-22
CCOC(=O)CN1C(=O)N[C@@H](c2cccc(C(F)(F)F)c2)[C@H](C(C)=O)[C@H]1C	-2
Cc1cccc(N2Cc3ccc(Br)cc3C2)c1	-13
CC1=C(C(=O)OCc2cc(C)on2)N2C(=O)[C@@H](NC(=O)OCc3cc(C)on3)[C@H]2SC1	-3
CCNC(=O)c1cc(S(=O)(=O)N2CCSCC2)ccc1OC	-10
CC(C)CCNc1ncnc2c1nnn2Cc1ccccc1	-2
CC1CCN(C(=O)CN(Cc2ccccc2)S(C)(=O)=O)CC1	-4
O=C1CC[C@@H]2CC3(C[C@@H]4CCN1[C@H]24)Nc1cc([N+](=O)[O-])ccc1NC3=NC1CCCCC1 (stereo partly drawn)	-9
CC(=O)c1ccc(NC(=O)CN2CCOCC2)cc1	-28
Cc1ccc2c(c1)C1(OCCCO1)C(=O)N2CC(=O)NN	-8
CN1CCC(=O)N([C@H](CO)Cc2ccccc2)CC1	-5
Cn1ncc([N+](=O)[O-])c1C(=O)Nc1ccccc1C(=O)O	-5
CC(=O)C1=C(O)C(=O)N(c2ccc(O)cc2)C1c1ccccc1Cl (stereo not drawn)	-48
CCOC(=O)c1oc2c(CN3CCN(C)CC3)c(O)c(CC)cc2c(=O)c1-c1nc2ccccc2s1	3
O=C1C2CCCN2C(=O)N1CCCN1CCN(c2ccc([N+](=O)[O-])cc2)CC1 (stereo not drawn)	-13
NC(=O)C1CCN(c2nc(-c3cc4ccccc4o3)cs2)CC1	-27

(list continues)
SMILES	Pf gamet viab
COc1cc(NC(=O)c2ccccc2)c(OC)cc1NC(=O)Cc1ccc(C)cc1	1
COCCNC(=S)N1CCCN(c2nc3cc(C)ccc3cc2C#N)CC1	1
CCN1CCN(CC(=O)Nc2nc3ccccc3s2)CC1	2
COc1ccccc1OCCn1ccnc1	17
Cc1cc(C)c(S(=O)(=O)NC2CC(C)(C)NC(C)(C)C2)cc1Br	9
O=C(O)/C(=C/c1ccco1)NC(=O)c1ccc(Br)o1	5
Oc1ccc(C[C@@H]2CNCCN2CCC23CC4CC(CC(C4)C2)C3)cc1	12
O=C(NCCc1ccccc1)C1CCN(C(=O)c2ccc(F)cc2)CC1	3
O=C(Nc1ccc(Cl)c(Cl)c1)C1CCCCC1	21
CCc1nnc(N/N=C/c2cc(C)c(C)cc2C)n1N	-4
O=C(Cc1ccccc1)N/N=C/c1cc(Br)cs1	16
Clc1ccc(OCc2nn[nH]n2)cc1	-4
COc1cccc(-c2ccc3ncnc(NCc4cccc(C)c4)c3c2)c1	-5
O=C(NCc1ccccc1)C1=C[C@@H](c2ccccc2)C[C@@H](OCCCCO)O1	-3
COc1ccc2cc1Oc1ccc(cc1)C[C@H]1c3cc(c(OC)cc3CCN1C)Oc1c(OC)c(OC)cc3c1[C@@H](C2)N(C)CC3	2
C=C1C[C@H](O)[C@@H]2[C@H](OC(=O)[C@H]2C)[C@H]2[C@H](C)[C@@H](O)C[C@@H]12	11
CCOC(=O)c1ccc(-c2c(-c3ccc4c(c3)OCO4)noc2C)cc1F	-10
C#CCOCCOCCOCCNc1nc(N2CCN(C(=O)Cn3cc(CCO)nn3)CC2)nc(N2CCN(C(=O)[C@H](C)n3cc(CCCN=C(N)N)nn3)CC2)n1	3
CC(=O)NS(=O)(=O)c1ccc2c(c1)C(=O)c1cc(S(=O)(=O)NC(C)=O)ccc1-2	-10
O=C1NC(C(=O)O)=CC(c2cccc(Cl)c2Cl)N1 (stereo not drawn)	-35
COc1cc(NC(=O)C2C3CCC(O3)C2C(=O)O)cc(OC)c1 (stereo not drawn)	8
COc1ccc(NC(=O)CN2C(=O)COc3ccccc32)cc1OC	5
C=CCC(C#N)(c1ccc(OC)c(OC)c1)c1cnccn1 (stereo not drawn)	-11
CCOC(=O)C1=C(C)N(CCCCCC(=O)O)C(=O)NC1c1cccc([N+](=O)[O-])c1 (stereo not drawn)	12
COc1cc(F)c(C(=O)NC(C)(C)CO)cc1OC	1

Some of these compounds in order of number of heavy atoms, low to high.
SMILES	Pf gamet viab
O=C(Nc1ccc(Cl)c(Cl)c1)C1CCCCC1	21
CCN1CCN(CC(=O)Nc2nc3ccccc3s2)CC1	2
COc1cccc(-c2ccc3ncnc(NCc4cccc(C)c4)c3c2)c1	-5

Other structures.
SMILES	Pf gamet viab
Cc1ccccc1NC(=O)c1cc2ccccn2n1	-2
O=C(CCN1CCN(CCO)CC1)Nc1ccccc1	8
COc1ccc(C(C)NC(=O)CCc2ccccc2)cc1 (stereo not drawn)	9
COc1ccc(N2CCN(C(=O)Cc3ccc(C)cc3)CC2)cc1	9
CC(=O)c1ccc(OCCn2c(SCC(=O)O)nc3ccccc32)cc1	0
CN1CCN(c2nc3c(c(=O)n(C)c(=O)n3C)n2Cc2ccccc2F)CC1	14
C=CCOc1ccc(C(=O)Nc2ncn[nH]2)cc1	8
COc1cc(Br)c(-c2sc(Nc3ccccc3)n[n+]2-c2ccccc2)cc1OC	0
Cc1ccc(Cl)c2c1NC(=O)C2=O	-4
CCOC(=O)[C@H]1[C@H]2COc3ccc(Cl)cc3[C@@H]2N2C(=O)c3ccc(C)cc3NC(=O)[C@@]12C	23
CCOC(=O)CCNC(=O)N1CCCC(C(=O)c2cc(C)c(OC)c(C)c2)C1 (stereo not drawn)	4
CCN1C(=O)[C@H]2[C@@H](c3ccc(Cl)cc3)N3C(=O)CN(CCOC)C(=O)[C@@]3(C)[C@H]2C1=O	4
Cc1cc(C)nc(NCc2ccc(Cl)cc2)n1	-5
Cc1ccc2nc(-c3ccc(Br)cc3)cn2c1	-15
CC(C)[C@@H](C(=O)O)N(Cc1cccc(CN([C@H](C(=O)O)C(C)C)S(C)(=O)=O)c1)S(C)(=O)=O	0
COc1ccc(C)cc1N(CC(=O)N1CCCC1)S(C)(=O)=O	3
C[C@@H]1CN(S(=O)(=O)c2c(F)cccc2F)CCN1S(=O)(=O)c1ccc2c(c1)OCCO2	12
COc1cc(-c2noc(C)c2C(=O)NCCc2cccs2)cc(OC)c1OC	27
O=c1c2sc3nc(N4CCOCC4)c4c(c3c2ncn1C(c1ccccc1)c1ccccc1)CCCC4	13
Cc1cc(/C=C2/C(=N)N3C(c4ccccc4)=CSC3=NC2=O)c(C)n1-c1ccc(Cl)cc1	-13
CCOC(=O)C(Cc1ccccc1)C(=O)NCc1cccnc1 (stereo not drawn)	-3
COCCCNC(=O)c1ccc(OC)c(OC2CCN(C(C)C)CC2)c1	7
O=C1/C(=C\c2ccncc2)CCc2ccccc21	-32
CC[C@@H]1C/C=C\Cc2ccccc2[C@H](C(=O)C[C@@H](O)CC(C)=O)OC1=O	-2
CN(C)Cc1c(O)ccc2c(=O)c(-c3ccccc3)c(C(F)(F)F)oc12	-3
Cc1cccc(NC(=O)C2CC3CCC2C3)c1C (stereo not drawn)	3
CC1CN(CC(=O)NC(C)c2ccccc2)CC(C)O1 (stereo not drawn)	11
